Assay outcomes deposited in PubChem by several laboratories.
PKA-R2B act = activates the human PKA-R2B holoenzyme complex; P22694+P31323; PKA-R2B holoenzyme dissociation, Cy5-IP20 fluorescence polarization; R2B truncated from residue 108, S112A mutant; 0% DMSO only, 100% 113 µM cGMP; activation, % at 11.4 µM; hit rate 0.079% among 340,000; AID 504700;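 active = activation above a cutoff set at the mean over all compounds plus 3 SD, cut at about 18% in these data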;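 also: higher means more holoenzyme dissociation and a rise in polarization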
dFosB activator = enhances mouse delta FosB homodimer DNA binding; P13346; purified delta FosB, TAMRA-CDK5 oligo fluorescence polarization; percent of positive-control signal above neutral wells; activation, % at 25 µM; hit rate 0.99% among 340,000; AID 493131;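 active = mean activation above about 17%, with every replicate also reaching it, limit read from the data, passing the limit was not always enough; inconclusive = only one of the two conditions met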;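 also: fluorescence polarization rise as delta FosB binds a TAMRA Cdk5 AP-1 oligo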
Target sequence (P13346 whole entry, looked up): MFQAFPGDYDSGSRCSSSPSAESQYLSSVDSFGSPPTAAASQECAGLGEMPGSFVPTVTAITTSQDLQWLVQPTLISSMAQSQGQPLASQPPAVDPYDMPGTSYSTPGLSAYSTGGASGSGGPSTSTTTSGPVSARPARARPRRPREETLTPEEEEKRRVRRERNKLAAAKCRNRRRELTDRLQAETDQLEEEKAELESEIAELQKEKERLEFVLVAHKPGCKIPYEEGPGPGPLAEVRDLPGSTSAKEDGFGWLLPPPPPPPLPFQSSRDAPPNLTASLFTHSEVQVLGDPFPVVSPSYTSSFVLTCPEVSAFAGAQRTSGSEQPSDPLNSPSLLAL
Arr AP2 block = human beta-arrestin and AP2 interaction inhibition. FITC-arrestin peptide / GST-AP2 beads, flow cytometry; AP2 beta2 appendage carries R879A mutation. inhibition, % at 10 µM. hit rate 0.31% among 340,000. AID 504490;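 active = inhibition above a set limit, near 3 SD of compounds lacking own fluorescence, cut at about 54% in these data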;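 also: plate controls were DMSO wells for no effect and 5 µM unlabelled arrestin peptide for full effect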
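system = GST-tagged AP2 beta2-adaptin appendage (R879A) on 4 µm glutathione beads | reagent = FITC-labelled arrestin peptide probe, 50 nM final | schedule = compound with beads 12 min RT, then probe 1 h RT | signal = HyperCyt-sampled flow cytometry, FL1 channel, ex 488/em 535 nm | read-out = percent response from loss of bead-bound FITC fluorescence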
CDK5 inh = inhibitors of human CDK5/p35 kinase; Q00535+Q15078; Recombinant CDK5/p35, ADP-Glo luminescence, 60 min; inhibition, % at 10 µM; hit rate 0.01% among 330,000;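 active = highest replicate inhibition of at least 50% and at least 75% of replicates reaching 50%; inconclusive = only one of the two criteria met; inactive = both criteria failed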;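 also: plate controls were DMSO neutral control for no effect and GW8510 at 10 µM for full effect; many of its hits are not listed in these tables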
Target sequence (Q00535 whole entry, looked up): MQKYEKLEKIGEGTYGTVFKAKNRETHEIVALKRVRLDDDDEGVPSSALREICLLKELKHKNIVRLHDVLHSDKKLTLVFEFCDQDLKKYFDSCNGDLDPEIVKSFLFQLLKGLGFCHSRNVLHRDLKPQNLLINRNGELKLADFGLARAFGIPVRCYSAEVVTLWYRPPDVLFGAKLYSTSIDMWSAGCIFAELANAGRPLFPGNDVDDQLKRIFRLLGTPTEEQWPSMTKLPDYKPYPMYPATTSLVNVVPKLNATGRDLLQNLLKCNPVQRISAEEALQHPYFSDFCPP
Target sequence (Q15078 whole entry, looked up): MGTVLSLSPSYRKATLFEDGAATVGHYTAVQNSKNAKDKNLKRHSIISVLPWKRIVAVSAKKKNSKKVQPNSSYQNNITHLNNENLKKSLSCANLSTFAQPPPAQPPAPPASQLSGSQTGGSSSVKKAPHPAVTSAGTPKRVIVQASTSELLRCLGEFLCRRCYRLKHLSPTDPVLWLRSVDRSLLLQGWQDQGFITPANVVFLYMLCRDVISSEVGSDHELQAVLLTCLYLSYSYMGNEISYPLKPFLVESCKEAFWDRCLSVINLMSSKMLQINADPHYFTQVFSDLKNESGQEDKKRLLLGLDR
SR-BI uptake up = SR-BI HDL lipid transfer activation; CHO ldlA[mSR-BI] cells, DiI-HDL uptake fluorescence, 3 h; 100 = double the neutral-control signal; activation, % at 12.5 µM; hit rate 0.096% among 320,000; AID 504775;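 active = mean replicate activation of at least 60% and every replicate at or above 60%; inconclusive = mean or all-replicate condition met, but not both; inactive = mean below 60% and not all replicates reaching 60%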;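 also: 0% = median plate neutral-control signal and 100% = twice that signal; values of inactives mirror those of a sister screen read the other way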
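Test system: SR-BI-overexpressing, LDLR-lacking CHO cells; Medium: Ham's F12 with 0.5% BSA, HEPES 25 mM, pH 7.4; Schedule: 3 h, 37 °C; Technique: bottom-read fluorescence, 550/595 nm.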
MITF TRPM1 HTS = MITF TRPM1 promoter activation in melanoma cells; SK-MEL-5 TRPM1-promoter luciferase, 24 h; % of positive control, neutral wells = 0; activation, % at 12.5 µM; hit rate 0.75% among 300,000; AID 588334;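 active = mean activation of at least 80% with every replicate also reaching 80%; inconclusive = mean reaches 80% but some replicate falls short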;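 also: 0% = neutral control wells and 100% = parthenolide positive control wells; values of inactives mirror those of a sister screen read the other way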
Mot1-301 SUMO = inhibitors of SUMOylation pathway: yeast Mot1-301 growth rescue; hit rate 1% among 320,000; growth rescue, % at 18.8 µM; S. cerevisiae Mot1-301 growth rescue, ATP luminescence, 38.5C; percent above DMSO median, 100 means doubled;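 active = every valid replicate shows activation above 250% relative to neutral control wells; inactive = the rest, any valid replicate at or below 250%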;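 also: OY570 slx delta 5 strain wells were the positive control but not used for scaling; some compounds called inactive have numbers as strong as hits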
Pemphigus Ab inh = blocks pemphigus antibody binding to human desmoglein-3 | P32926 | DSG3-coupled beads, scFv-anti-DSG3-GFP binding, flow cytometry; hits give low values | binding (percent of control), % at 10 µM | hit rate 0.48% among 310,000 | AID 588358;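 active = binding more than 3 SD below its plate's average and above zero; inconclusive = below that plate limit but binding exactly zero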;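 also: hits lower antibody fragment binding to DSG3; some compounds called inactive have numbers as strong as hits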
NSD2 HMT inh = blocks human histone methyltransferase NSD2 | NSD2 peptide methylation, AlphaScreen, 120 min | inhibition, % at 12.5 µM | hit rate 0.54% among 310,000; in the data active = inhibition above about 50%
SR-BI DiI inh = inhibitors of mouse SR-BI mediated HDL lipid uptake; ldlA[mSR-BI] CHO cells, DiI-HDL uptake fluorescence, 3 h; inhibition, % at 12.5 µM; Q61009; hit rate 0.96% among 320,000;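 active = mean replicate inhibition of at least 70% and a set share of replicates each scoring 70 or more; inconclusive = meets just one of the two criteria; inactive = fails both criteria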;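 also: 0% = median of neutral control wells and 100% = median of positive control wells; values of inactives mirror those of a sister screen read the other way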
PKA-R1A activ = activators of PKA-R1A complex. P00514+P68181. PKA-R1A dissociation, Cy5-IP20 fluorescence polarization; scaled: DMSO 0%, 113 µM cGMP 100%. activation, % at 11.4 µM. hit rate 0.083% among 340,000;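 active = percent activation above the mean of all tested compounds plus 3 SD, cut at about 19% in these data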;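 also: higher means more PKAc released from R1A so a rise in polarization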
Numbers without * were called inactive; ? = inconclusive; / = not tested or not shown.

Value order: PKA-R2B act	dFosB activator	Arr AP2 block	CDK5 inh	SR-BI uptake up	MITF TRPM1 HTS	Mot1-301 SUMO	Pemphigus Ab inh	NSD2 HMT inh	SR-BI DiI inh	PKA-R1A activ
> NC(=O)c1ccsc1NC(=O)CS(=O)(=O)c1ccc(F)cc1
 : -4	-8	33	0.0	1	26	15	101	0	-1	0
> Cc1nn(C)c(C(=O)Nc2ccn(C34CC5CC(CC(C5)C3)C4)n2)c1[N+](=O)[O-]
 : -7	-4	-6	-2.0	-12	-1	-5	106	4	12	-10
> COc1ccc([C@@H]2CC=C(C(=O)O)[C@H](c3ccc(Br)cc3)N2S(=O)(=O)c2ccccc2C)cc1
 : 4	-13	-1	-0.6	1	5	/	100	/	-1	-1
> Cc1csc(NC(=O)c2cnc3ccccc3n2)n1
 : 0	-3	27	2.0	-6	-5	46	104	2	6	15
> COc1ccc(C(=O)NC2CCCN(Cc3ccccc3F)C2)c(OC)c1OC (configuration not stated)
 : 0	-1	-9	0.3	4	12	144	104	-1	-4	-3
> CCCc1nc(C)c2c(=O)[nH]c(-c3cc(S(=O)(=O)N4CCN(CC)CC4)ccc3OCC)nn12
 : 7	-7	4	-0.8	13	-4	11	103	/	-13	-4
> O=C(NCCc1ccccc1)c1ccc(NC(=O)C2CC2)cc1
 : -11	7	0	1.3	-8	59	/	96	/	8	-9
> COc1ccc(/C=N\NC(=S)SCN2C(=O)C3CCC(C)(C2=O)C3(C)C)cc1 (configuration not stated)
 : -2	-3	0	-1.0	15	2	7	101	4	-15	-2
> COc1cccc(/C=C/C(=O)NCc2ccc(S(N)(=O)=O)cc2)c1
 : -5	5	-9	2.5	6	11	-10	103	0	-6	-18
> CC(CC(=O)Nc1cccnc1)c1ccccc1 (configuration not stated)
 : -4	-3	13	-0.5	6	-4	4	103	-11	-6	-12

Part of the list above, as a markdown table:
| Structure | PKA-R2B act | dFosB activator | Arr AP2 block | CDK5 inh | SR-BI uptake up | MITF TRPM1 HTS | Mot1-301 SUMO | Pemphigus Ab inh | NSD2 HMT inh | SR-BI DiI inh | PKA-R1A activ |
| --- | --- | --- | --- | --- | --- | --- | --- | --- | --- | --- | --- |
| COc1ccc(C(=O)NC2CCCN(Cc3ccccc3F)C2)c(OC)c1OC (configuration not stated) | 0 | -1 | -9 | 0.3 | 4 | 12 | 144 | 104 | -1 | -4 | -3 |
| CCCc1nc(C)c2c(=O)[nH]c(-c3cc(S(=O)(=O)N4CCN(CC)CC4)ccc3OCC)nn12 | 7 | -7 | 4 | -0.8 | 13 | -4 | 11 | 103 | / | -13 | -4 |
| O=C(NCCc1ccccc1)c1ccc(NC(=O)C2CC2)cc1 | -11 | 7 | 0 | 1.3 | -8 | 59 | / | 96 | / | 8 | -9 |

(continued)
Value order: PKA-R2B act	dFosB activator	Arr AP2 block	CDK5 inh	SR-BI uptake up	MITF TRPM1 HTS	Mot1-301 SUMO	Pemphigus Ab inh	NSD2 HMT inh	SR-BI DiI inh	PKA-R1A activ
> Cc1cccc(N2CCN(C(=O)CCC(=O)N3Cc4ccccc4Oc4ncccc43)CC2)c1C
 : -12	-3	1	-0.6	-32	-8	2	/	4	32	-8
> O=C(CCn1c(=O)sc2ccccc21)NCCC1=CCCCC1
 : 9	-4	3	-1.4	-14	-3	78	91	/	14	7
> COc1ccccc1CCNC(=O)CC1C(=O)NCCN1CCCc1ccccc1 (configuration not stated)
 : 1	-7	6	1.3	-16	8	-3	110	2	16	6
> Cc1cccc(Nc2nnc(SCC(=O)NC(=O)CN3CCCC3=O)s2)c1
 : -7	-9	-4	3.2	7	6	6	104	-3	-7	-15
> CCc1nnc(NC(=O)c2ccc(-c3cc(C(F)(F)F)ccc3Cl)o2)s1
 : 4	-7	-4	-4.3	-25	-9	16	97	0	25	6
> CCOc1ccc(S(=O)(=O)N2CCN(S(=O)(=O)c3ccc(C(C)=O)cc3)CC2)cc1
 : -6	-5	17	-0.2	14	-5	-9	97	-8	-14	5
> CCc1ccc(C2=CC(c3cc(Br)ccc3F)n3ncnc3N2)cc1 (configuration not stated)
 : -3	-11	2	1.2	5	14	-18	93	/	-5	-5
> CC(C)(C)OC(=O)C[C@@H]1C/C=C\C[C@@H](CC(=O)N[C@H](CO)Cc2ccccc2)C(=O)NC[C@@H](c2ccccc2)OC1=O
 : 4	-8	7	-3.8	-4	-4	-3	97	/	4	-4
> COc1ccccc1NC(=S)N1CCN(C(c2ccccc2)c2ccccc2)CC1
 : -4	-7	17	5.4	-5	2	-16	108	-1	5	-2
> Cc1cccc(NC(=O)NNC(=O)c2cc3ccccc3cc2O)c1C
 : -5	11	-5	-1.8	-38	4	-2	94	-2	38	-4
> Nc1nc2ccc([N+](=O)[O-])cc2[nH]1
 : -3	-7	0	0.6	21	-3	9	88	-2	-21	6
> Cc1ccc(OCC(=O)Nc2cc(S(=O)(=O)N3CCCCC3)ccc2N2CCN(C)CC2)c(C)c1
 : -2	10	-7	-6.0	-8	9	14	110	4	8	1
> O=C(Nc1ncn[nH]1)C(F)(F)C(F)F
 : 1	0	-9	1.2	14	10	49	101	-6	-14	2
> CCCC(O)(CCC)C(=O)NN(C(=O)CCl)c1cccc(C)c1
 : -1	-8	11	-3.5	5	-42	-2	97	20	-5	-8
> COc1ccc(-n2cnnc2SCC(=O)Nc2cccc([N+](=O)[O-])c2)cc1
 : 3	10	-15	-0.4	-17	6	219	83	3	17	4
> CCOc1ccc(-c2nc(C#N)c(NCC(C)C)o2)cc1
 : -4	-3	7	1.2	-25	/	-16	99	0	25	-5
> C=CCc1ccccc1OCC(=O)N/N=C/c1ccccc1OCC
 : 6	-8	/	0.6	-32	-7	23	100	-3	32	-10
> COc1c(Cl)cc(Cl)cc1C(=O)Nc1ccc(C(=O)O)cc1
 : 1	-7	9	1.8	25	-1	76	107	-2	-25	5
> Cc1nc(-c2nnc(SCC(=O)Nc3ccc(C(F)(F)F)cc3)n2C)cs1
 : -8	-2	5	-3.5	4	5	0	102	1	-4	-3
> Cc1ccccc1N1C(=O)c2ccccc2N2C(=O)c3ccccc3C12 (configuration not stated)
 : 11	-14	-6	-3.9	-15	-10	-7	107	-1	15	-1

2 compounds picked at random from those above:
Value order: PKA-R2B act	dFosB activator	Arr AP2 block	CDK5 inh	SR-BI uptake up	MITF TRPM1 HTS	Mot1-301 SUMO	Pemphigus Ab inh	NSD2 HMT inh	SR-BI DiI inh	PKA-R1A activ
> O=C(Nc1ncn[nH]1)C(F)(F)C(F)F
 : 1	0	-9	1.2	14	10	49	101	-6	-14	2
> CCCC(O)(CCC)C(=O)NN(C(=O)CCl)c1cccc(C)c1
 : -1	-8	11	-3.5	5	-42	-2	97	20	-5	-8

Carrying on.
Value order: PKA-R2B act	dFosB activator	Arr AP2 block	CDK5 inh	SR-BI uptake up	MITF TRPM1 HTS	Mot1-301 SUMO	Pemphigus Ab inh	NSD2 HMT inh	SR-BI DiI inh	PKA-R1A activ
> COc1ccccc1/C=C1\SC(=O)N(CC(=O)N(C)C2CCS(=O)(=O)C2)C1=O (configuration not stated)
 : 2	-11	25	0.7	-8	5	9	/	0	8	-3
> CC(C)c1ccc(/C=N/NC(=O)c2cccc(Cl)c2)cc1
 : 6	-6	37	1.2	-54	60	1	101	0	54	-9
> Cc1ccccc1N(C(=O)CNC(=O)c1ccco1)C(C(=O)NC1CCCC1)c1ccncc1 (configuration not stated)
 : -1	5	25	-0.1	/	-5	46	/	-1	/	-5
> O=C(/C=C/c1cccc2ccccc12)NCCC1=CCCCC1
 : 1	0	26	-0.3	40	23	10	93	26	-40	-7
> Nn1cc(-c2ccccc2)nc1SCC(=O)Nc1ccc(S(N)(=O)=O)cc1
 : -4	-4	-2	-0.9	/	-9	-8	101	9	/	-9
> Cn1c(=O)c2ccccc2n(Cc2ccccc2Cl)c1=O
 : -2	-1	7	1.0	-16	3	-5	117	-1	16	1
> Cc1cc(NC(=O)c2sc(Nc3cccc(C(F)(F)F)c3)nc2N)no1
 : 3	1	13	-0.9	-56	/	10	/	-1	56	-2
> c1ccc(-c2ccc(-c3cnc4n3CCCCC4)cc2)cc1
 : 6	0	-5	-0.5	-17	?	20	106	24	17	3
> Cc1c(CCC(=O)N[C@@H](C)C(=O)O)c(=O)oc2cc3occ(-c4ccccc4)c3cc12
 : -5	-28	-5	2.2	5	8	-37	101	3	-5	-13
> CCn1c(=O)c2cc(S(=O)(=O)NCCOc3ccccc3)ccc2n(CC)c1=O
 : -6	-3	8	1.1	-22	2	-8	100	0	22	-5
> COc1ccc(NC2CCCCC2NS(=O)(=O)c2ccc(C)cc2)cc1 (configuration not stated)
 : 0	-15	15	0.1	-14	-7	10	108	24	14	-1
> CCOC(=O)c1ccc(NC(=O)CNC(=O)C2CCCCC2)cc1
 : -15	1	4	3.2	14	9	21	99	4	-14	1
> CCOC(=O)C(Cc1ccc(OC)c([N+](=O)[O-])c1)NC(=O)CCC(=O)Nc1ccc(C)cc1 (configuration not stated)
 : -1	0	9	0.6	17	-1	19	/	-5	-17	7
> CC(Oc1cccc(Cl)c1)C(=O)Nc1ccccc1C(=O)N1CCCCC1 (configuration not stated)
 : 4	-11	9	2.9	22	-5	350	107	-1	-22	-7
> Cn1cc(CNCCCn2ncc3ccccc32)c(-c2ccccc2F)n1
 : -10	-1	9	-0.8	/	1	-16	103	-1	/	-4
> CC(C)(C)NC(=O)CC1C(=O)NCCN1Cc1c(F)cccc1Cl (configuration not stated)
 : -2	-1	-1	1.1	3	6	836*	90	1	-3	-3
> C=CCSc1nc2ccccc2[nH]1
 : -6	4	6	1.7	26	5	25	103	-1	-26	-1
> COCCOC(=O)C1=C(C)NC2=C(C(=O)CC(c3cccs3)C2)C1c1ccsc1 (configuration not stated)
 : 4	-8	25	2.3	-20	-13	2	102	-2	20	-16
> CC(NC(=O)C12CC3CC(CC(C3)C1)C2)C(=O)N/N=C/C1=C(N2CCOCC2)C(=C\c2ccccc2)/CC1 (configuration not stated)
 : -5	-5	-7	-0.1	-51	-3	-19	84	-4	51	0
